UGM FP inh – inhibitors of M. tuberculosis UDP-galactopyranose mutase. purified UGM, fluorescence polarization probe displacement. inhibition, % at 10 µM. 0.06% of 320,000 active; in the data active means inhibition above about 10%, passing the limit was not always enough; inconclusive means no clear call, values can overlap the other calls
Target sequence (P9WIQ1 whole entry, looked up): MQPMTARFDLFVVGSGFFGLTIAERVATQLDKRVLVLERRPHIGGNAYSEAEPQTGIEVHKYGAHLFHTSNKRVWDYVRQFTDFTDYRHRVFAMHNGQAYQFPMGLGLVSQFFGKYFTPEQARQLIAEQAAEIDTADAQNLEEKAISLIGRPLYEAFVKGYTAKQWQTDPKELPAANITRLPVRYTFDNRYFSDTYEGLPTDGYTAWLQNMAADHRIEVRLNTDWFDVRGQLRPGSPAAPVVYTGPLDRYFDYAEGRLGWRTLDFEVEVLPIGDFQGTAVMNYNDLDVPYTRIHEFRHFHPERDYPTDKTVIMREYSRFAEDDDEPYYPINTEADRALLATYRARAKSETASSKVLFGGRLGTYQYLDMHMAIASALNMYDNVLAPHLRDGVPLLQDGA
BoNT-F LC inh – blocks Botulinum neurotoxin F light chain protease. 0.22% of 360,000 active. Multiplex microsphere protease cleavage assay, flow cytometry. inhibition, % at 10 µM. AID 588497; in the data active means inhibition above about 35%, passing the limit was not always enough; inconclusive means no clear call, values can overlap the other calls; further: plate controls were buffer without enzyme for full effect and enzyme alone for no effect
PrPC surface inh – reduces human prion protein on the cell surface; P04156; cell surface PrPC, TR-FRET read-out; inhibition, % at 13.8 µM; 0.43% of 370,000 active; AID 720596; in the data active means inhibition above about 24%; further: 0% = median of the test wells and 100% = reference compound wells
MazEF act – activators of E. coli MazEF toxin-antitoxin RNase; P0AE70; FAM/BHQ RNA-DNA oligo cleavage fluorescence, 5 h; activation, % at 20 µM; 0.32% of 350,000 active; in the data active means activation above about 50%
Target sequence (P0AE70 whole entry, looked up): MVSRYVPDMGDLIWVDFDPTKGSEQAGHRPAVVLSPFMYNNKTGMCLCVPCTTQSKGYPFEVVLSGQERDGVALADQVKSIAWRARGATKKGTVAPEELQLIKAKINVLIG
FadD28 FP inh – blocks FadD28 binding to the bisubstrate probe; inhibition, % at 12.5 µM; 0.22% of 360,000 active; fluorescence polarization; in the data active means inhibition above about 8.5%, passing the limit was not always enough; inconclusive means no clear call, values can overlap the other calls
GDH-TPI counter – GDH-TPI coupled enzyme inhibition counter-screen. inhibition, % at 4.8 µM. 1.2% of 360,000 active. GDH-TPI coupled enzyme counterscreen, NADH absorbance. AID 588335; in the data active means inhibition above about 30%;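 further: 0% = DMSO wells and 100% = wells lacking the enzyme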
Rv3671c inh – inhibitors of M. tuberculosis serine protease Rv3671c | inhibition, % at 5.96 µM | 0.048% of 320,000 active; in the data active means inhibition above about 38%;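 further: extracellular domain of Rv3671c used as enzyme; 0% = enzyme with DMSO and 100% = no enzyme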
Target sequence (P9WHR9 whole entry, looked up, the tested form may be a part): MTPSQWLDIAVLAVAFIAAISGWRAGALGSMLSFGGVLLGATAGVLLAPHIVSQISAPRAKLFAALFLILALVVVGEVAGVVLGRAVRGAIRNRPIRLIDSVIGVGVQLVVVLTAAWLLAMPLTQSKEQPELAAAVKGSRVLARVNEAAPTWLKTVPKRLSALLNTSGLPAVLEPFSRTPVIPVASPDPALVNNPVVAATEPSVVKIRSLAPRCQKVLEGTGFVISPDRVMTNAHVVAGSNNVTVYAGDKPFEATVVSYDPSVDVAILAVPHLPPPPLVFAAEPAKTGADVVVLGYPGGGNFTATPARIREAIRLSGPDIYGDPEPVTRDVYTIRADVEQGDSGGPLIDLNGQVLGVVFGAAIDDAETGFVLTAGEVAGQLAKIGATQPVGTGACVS
FBA Mtb inh – inhibitors of M. tuberculosis fructose-bisphosphate aldolase; P9WQA3; purified M. tuberculosis FBA, fluorescence read-out; inhibition, % at 1 µM; 2.3% of 360,000 active; in the data active means inhibition above about 27%;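 further: 0% = vehicle and 100% = reference inhibitor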
BioA inh – inhibitors of Mycobacterium tuberculosis BioA enzyme; purified M. tuberculosis BioA enzyme, plate reader; inhibition, % at 9.99 µM; 0.096% of 360,000 active; AID 602481; in the data active means inhibition above about 40%; inconclusive means no clear call, values can overlap the other calls
Active calls of the source: *; ? = inconclusive; . = not tested or not shown; & = joins results of further samples.

SMILES | UGM FP inh | BoNT-F LC inh | PrPC surface inh | MazEF act | FadD28 FP inh | GDH-TPI counter | Rv3671c inh | FBA Mtb inh | BioA inh
Cc1c(-c2cccc(Cl)c2)nc2ccccc2c1C(=O)OC/C(O)=C(\C#N)c1nc2ccccc2[nH]1 | -1.1 | 1 | -1 | -21 | 1.6 | 12 | 10 | 5 | -0.6
CCOC1=C2[C@H]([C@H]3C(=O)N(c4ccccc4)C(=O)[C@H]3C1)[C@@H](C(C)C)N(S(=O)(=O)c1ccc(C)cc1)[C@H]2c1ccccc1 | . | 6 | 0 | . | -1.5 | . | . | 3 | 0.0
CC1=CC(c2ccccc2)n2nc(N3C(=O)c4ccccc4C3=O)nc2N1 (stereo unspecified) | -5.3 | 2 | -3 | 1 | -3.1 | 2 | 1 | 30* | 1.5
O=C(CN1C(=O)NC(Cc2ccccc2)C1=O)Nc1ccccc1OC(F)F (stereo unspecified) | 1.9 | 2 | 2 | -1 | 0.0 | -10 | 5 | -2 | 0.5
Cc1nc2c(OCc3ccc(Cl)cc3Cl)cccn2c1N(C)CC1CC1 | . | -6 | 7 | . | -3.5 | -5 | . | -1 | -1.3
O=C(c1ccc2c(c1)OCO2)C1CCCN(Cc2ccc3nsnc3c2)C1 (stereo unspecified) | -6.5 | 0 | -9 | -1 | -0.3 | 12 | 10 | -2 | -0.2
COc1cc(C(=O)NNC2=CC(=O)CC(C)(C)C2)cc(OC)c1OC | -1.3 | -4 | -4 | -9 | 0.1 | 11 | -5 | 1 | .
O=C(NCCc1ccccn1)c1c(-c2ccccc2)sc2ccccc12 | -0.4 | -10 | -11 | 2 | -1.0 | 6 | -3 | 1 | -1.5
COc1ccc(CCNS(=O)(=O)c2ccc([N+](=O)[O-])cc2)cc1OC | -1.4 | 3 | -24 | 0 | -0.4 | -9 | 1 | -3 | 1.5
Cc1ccc(C(=O)NNC(=O)c2cc(OCC(F)(F)F)ccc2OCC(F)(F)F)cc1 | -0.5 | -9 | -4 | -3 | -4.5 | 4 | 4 | -1 | 1.0
O=C(CCCN1C(=O)c2ccccc2C1=O)N1CCN(c2ccccn2)CC1 | 0.8 | 3 | -4 | -3 | -0.6 | 17 | -3 | 1 | 1.5
CSc1nc2c(cnn2-c2ccc(C)c(C)c2)c(=O)[nH]1 | 1.3 | 2 | -5 | 1 | 0.3 | -14 | -5 | 1 | 0.0
O=C1NC(=S)SC1=Cc1ccc(Cl)cc1 | . | 0 | -8 | -27 | -1.1 | 28 | . | -3 | 2.0
CCN(CC)C(=O)c1cccc(-c2csc(C(O)c3ccc(F)cc3)n2)c1 (stereo unspecified) | . | 5 | 5 | . | -0.3 | 10 | . | -2 | 2.3
Cc1ccc(-c2cc(C(=O)OCC(=O)N(C)C3CCS(=O)(=O)C3)c3ccccc3n2)o1 (stereo unspecified) | 1.4 | -2 | -5 | -2 | -0.2 | 9 | -1 | 4 | .
Cc1cccc(N(CC(=O)NCCc2ccccc2)C(=O)c2csnn2)c1 | 1.3 | 2 | 10 | 5 | -3.6 | -2 | -2 | -1 | -0.1
O=C(c1cc(COc2ccc(F)cc2Cl)on1)N(CCO)Cc1cccs1 | -2.1 | 0 | -5 | 0 | -1.3 | 5 | -14 | 1 | 1.2
O=C(NCC1CCCCN1)c1cc(OCC(F)(F)F)ccc1OCC(F)(F)F (stereo unspecified) | -0.1 | -6 | -7 | 9 | -0.9 | 10 | -1 | 6 | -2.1
Cc1ccc(C(=O)Oc2cc(C)n(C)c(=O)c2)cc1 | 2.1 | ? | 3 | 5 | -6.1 | -8 | 5 | -2 | 10
CC(C)(C)C(=O)Nc1ccccc1C(=O)Nc1ccccn1 | 0.0 | 4 | -5 | 1 | 0.1 | 1 | 5 | 2 | 1.2
CC(OC(=O)c1cccc(-n2cnnn2)c1)C(=O)NC1(C#N)CCCCC1 (stereo unspecified) | 0.6 | 0 | -1 | 7 | -0.1 | 1 | -3 | -2 | .
CCOC(=O)C[C@H]1c2ccccc2S(=O)(=O)N1c1ccccc1 | 3.8 | -2 | 0 | -5 | -2.7 | -9 | 4 | -5 | -0.1
O=C(O)c1c[nH]c2cc(C(F)(F)F)ccc2c1=O | 1.6 | -3 | . | -1 | -1.5 | 1 | -1 | 1 | .
COC(=O)C(Cc1cnc(Cl)s1)(C(=O)OC)c1ccccc1[N+](=O)[O-] | -1.6 | -17 | -6 | 8 | -2.0 | 14 | -5 | -11 | -1.2
Cn1cccc1CC(=O)N/N=C/c1ccco1 | 1.0 | -4 | -5 | -7 | -1.0 | 18 | -4 | 1 | 0.6

Later entries.
SMILES | UGM FP inh | BoNT-F LC inh | PrPC surface inh | MazEF act | FadD28 FP inh | GDH-TPI counter | Rv3671c inh | FBA Mtb inh | BioA inh
O=S(=O)(Nc1ccccc1Cl)c1ccc(-c2ccccn2)s1 | 1.6 | ? | -3 | 0 | -3.5 | -11 | 4 | -3 | -0.1
O=C(CCC1CC(=O)Nc2ccccc21)NCc1cccnc1 (stereo unspecified) | 0.6 | 2 | 6 | 3 | 0.6 | -11 | 3 | 2 | 1.2
COc1cc(/C=C2\C(=N)N3N=C(S(C)(=O)=O)SC3=NC2=O)cc(OC)c1OCCOc1cccc(C)c1 | 2.6 | -7 | 15 | 3 | -13 | 5 | -11 | -4 | 3.6
O=C(NCCO)C(=O)c1c(-c2ccccc2)cc2ccccn12 | -1.4 | -6 | -13 | 4 | -0.4 | -4 | 0 | -1 | -0.8
O=C(NCc1ccccc1)C(=O)NCC1COc2ccccc2O1 (stereo unspecified) | 0.1 | -17 | 8 | -9 | 1.0 | 2 | 5 | 0 | 0.2
CC(=O)c1ccc2c3c(cccc13)C(=O)N(c1c(C)nn(C)c1C)C2=O | 2.2 | -41 | -36 | 6 | -2.7 | 21 | -8 | 4 | 0.8
COC(=O)c1cc2c(ccn2C)n1C | 2.6 | -4 | -5 | 5 | -0.7 | -3 | 4 | 1 | .
CCOC(=O)c1c(C)sc2c1N(C(C)=O)c1cc(Cl)ccc1S2 | 1.4 | -4 | -7 | 0 | -9.2 | 2 | 0 | -3 | 1.8
COc1ccc(NC(=O)C2CCC(N3C(=O)C4CCCCC4C3=O)CC2)cc1 (stereo unspecified) | -3.9 | 0 | 3 | 4 | -0.6 | -1 | 8 | -2 | 0.9
N=c1c(S(=O)(=O)c2ccc(Br)cc2)cc2c(=O)n3ccccc3nc2n1C1CCCC1 | 1.7 | 5 | 5 | 6 | -3.6 | 3 | -1 | 10 | -1.3
N#Cc1cn(N2CCCCC2)c(=O)[nH]c1=O | 2.3 | -43 | -10 | 9 | -0.4 | -4 | 4 | 0 | -0.7
Cc1cccc(C)c1OCC(O)CN1CCN(C(=O)c2ccccc2)CC1 (stereo unspecified) | . | 5 | 2 | 5 | 0.6 | 11 | . | 2 | -0.3
Cc1ccc(S(=O)(=O)NCC(=O)N(CC(=O)NCC2CCCO2)Cc2ccc(Cl)cc2)cc1 (stereo unspecified) | -1.3 | -5 | 1 | 5 | -1.8 | -7 | -12 | 0 | .
NC(=O)Nc1ccc(C(=O)OCC(=O)N2CCc3ccccc3C2)cc1 | 1.5 | . | -6 | 4 | -2.4 | 0 | -14 | -1 | -0.3
c1ccc2[nH]c(NCCCN3CCOCC3)nc2c1 | -0.1 | -6 | -10 | 5 | -1.9 | -6 | 4 | 4 | -0.7
CC(=O)c1cccc(-c2ccnc3c2CC(C(=O)Nc2ccc(Cl)cc2)O3)c1 (stereo unspecified) | . | 8 | 20 | . | -5.2 | 2 | . | 0 | 0.3
COc1cc(/C=C2\C(=O)NC(=O)N(CCc3ccc(F)cc3)C2=O)ccc1O | 4.9 | -3 | -3 | -42 | 0.9 | 28 | -18 | -1 | .
COc1cc(-c2nnc3sc(Cc4ccc(Cl)cc4)nn23)cc(OC)c1OC | 0.1 | -13 | 8 | 23 | -5.7 | 8 | 0 | 4 | 0.4
CC1=NN(C(=O)c2ccc(Br)cc2)C(O)(c2ccccc2)C1 (stereo unspecified) | -0.4 | -5 | 8 | -6 | -5.2 | 0 | 3 | -1 | 1.3
CCOc1ccccc1OCC(=O)Nc1ccc(N2CCCCC2)cc1 | -1.6 | -41 | 3 | 3 | -2.7 | 1 | 4 | -1 | -2.5
COc1cccc(-c2ccc3c(c2)O[C@H](CN(C)C(=O)c2ccccc2F)[C@H](C)CN([C@H](C)CO)S3(=O)=O)c1 | . | 1 | -8 | 6 | 0.1 | -9 | . | 9 | -1.3&-1.1&1.8
Cc1c(NS(=O)(=O)c2ccccc2)cc(Cl)c(O)c1C | 3.6 | -2 | -2 | 6 | -3.8 | -2 | 0 | 4 | -0.4
CCCc1cc(=O)[nH]c(SCc2nc3ccccc3o2)n1 | 1.3 | 13 | 0 | 10 | . | 4 | -3 | 5 | .

Compound profiles, from the list above.
Cc1ccc(S(=O)(=O)NCC(=O)N(CC(=O)NCC2CCCO2)Cc2ccc(Cl)cc2)cc1 (stereo unspecified) as listed: UGM FP inh = -1.3; BoNT-F LC inh = -5; PrPC surface inh = 1; MazEF act = 5; FadD28 FP inh = -1.8; GDH-TPI counter = -7; Rv3671c inh = -12; FBA Mtb inh = 0; BioA inh = .
COc1cc(/C=C2\C(=O)NC(=O)N(CCc3ccc(F)cc3)C2=O)ccc1O as listed: UGM FP inh = 4.9; BoNT-F LC inh = -3; PrPC surface inh = -3; MazEF act = -42; FadD28 FP inh = 0.9; GDH-TPI counter = 28; Rv3671c inh = -18; FBA Mtb inh = -1; BioA inh = .
c1ccc2[nH]c(NCCCN3CCOCC3)nc2c1 as listed: UGM FP inh = -0.1; BoNT-F LC inh = -6; PrPC surface inh = -10; MazEF act = 5; FadD28 FP inh = -1.9; GDH-TPI counter = -6; Rv3671c inh = 4; FBA Mtb inh = 4; BioA inh = -0.7

Retrieved by structure from above:
SMILES | UGM FP inh | BoNT-F LC inh | PrPC surface inh | MazEF act | FadD28 FP inh | GDH-TPI counter | Rv3671c inh | FBA Mtb inh | BioA inh
N=c1c(S(=O)(=O)c2ccc(Br)cc2)cc2c(=O)n3ccccc3nc2n1C1CCCC1 | 1.7 | 5 | 5 | 6 | -3.6 | 3 | -1 | 10 | -1.3
c1ccc2[nH]c(NCCCN3CCOCC3)nc2c1 | -0.1 | -6 | -10 | 5 | -1.9 | -6 | 4 | 4 | -0.7
O=C(NCCO)C(=O)c1c(-c2ccccc2)cc2ccccn12 | -1.4 | -6 | -13 | 4 | -0.4 | -4 | 0 | -1 | -0.8
CCCc1cc(=O)[nH]c(SCc2nc3ccccc3o2)n1 | 1.3 | 13 | 0 | 10 | . | 4 | -3 | 5 | .
O=C(CCC1CC(=O)Nc2ccccc21)NCc1cccnc1 (stereo unspecified) | 0.6 | 2 | 6 | 3 | 0.6 | -11 | 3 | 2 | 1.2
CC1=NN(C(=O)c2ccc(Br)cc2)C(O)(c2ccccc2)C1 (stereo unspecified) | -0.4 | -5 | 8 | -6 | -5.2 | 0 | 3 | -1 | 1.3

High-throughput results deposited in PubChem BioAssay by several laboratories.
